Screening data: PubChem BioAssay, National Center for Advancing Translational Sciences (NCATS)
Pin1 inhibitor = human Pin1 inhibition. Q13526. Pin1 FP peptide displacement, HiFluor488, 10 min. Potency, µM (series often up to 115 µM), inactives show at the top dose activity, negative = inhibition, usual class: inhibitors. 390,000 compounds, 0.009% hits. AID 504891; active means well fitted inhibition curve with a large enough effect in the polarisation, with a control signal flat, not every such curve was filed as active; inconclusive means small, poorly fitted or top-dose-only effect, or effect the other way, or a change in a side signal; inactive means no such curve, though single readings can be large or run the other way; the % refers to the polarisation; further: on the % scale 0 is the no-effect control and ±100 the full control effect
BAZ2B block = inhibitors of human BAZ2B bromodomain | Q9UIF8 | AlphaScreen BAZ2B-H3K14Ac peptide displacement | Potency, µM (titrated, usually from 114 µM), for the others: at the top dose activity change, negative = inhibition, usual class: inhibitors | 360,000 compounds, 4.4% hits; further: on the % scale 0 is the no-effect control and ±100 the full control effect; nearly all actives have a fitted effect of over 60% in size
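Compounds, titrated to a top concentration of 110 uM, were incubated 30 min at room temperature with preformed BAZ2B/acetyl-K14 H3 peptide complex (50 nM each). Proximity signal was measured by AlphaScreen after 20 min with beads.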
GLS inh = glutaminase GLS (human) inhibition | O94925 | GLS enzymatic activity, qHTS titration | Potency, µM (doses to about 45.5 µM), without a hit: at the highest dose activity change, negative = inhibition, actives largely listed as inhibitors | 410,000 compounds, 0.21% hits; further: on the % scale 0 is the no-effect control and ±100 the full control effect
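Glutamate formation by hKGA was monitored fluorometrically using coupled glutamate oxidase, HRP and Amplex Red. Substrate was added as 1 mM L-glutamine solution; incubation was 30 min at RT after an initial read.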
G9a block = G9a (human) methyltransferase inhibition; Q96KQ7; G9a H3K9 monomethylation, AlphaScreen, 2 h; Potency, µM (titrated, usually from 102 µM), for inactives: at the top dose activity, negative = inhibition, hits mostly inhibitors; 350,000 compounds, 8.8% hits; AID 504332; further: on the % scale 0 is the no-effect control and ±100 the full control effect; nearly all actives have a fitted effect of over 75% in size
Target sequence (Q96KQ7 913-1193 limits assumed): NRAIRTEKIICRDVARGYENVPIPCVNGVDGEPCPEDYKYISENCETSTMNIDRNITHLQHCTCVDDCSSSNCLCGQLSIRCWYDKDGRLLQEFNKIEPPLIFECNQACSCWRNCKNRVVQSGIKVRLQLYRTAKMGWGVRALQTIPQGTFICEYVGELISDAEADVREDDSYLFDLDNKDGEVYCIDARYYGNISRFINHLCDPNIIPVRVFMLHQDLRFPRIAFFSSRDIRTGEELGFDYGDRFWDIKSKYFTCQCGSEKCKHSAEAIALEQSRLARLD
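G9a (20 nM) was preincubated 15 min with compound, then reacted 2 h at room temperature with 500 nM biotin-H3K9 peptide and 20 µM SAM. Monomethyl-H3K9 detected by AlphaScreen using anti-H3K9me1 antibody.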
BLM inh = Bloom syndrome helicase (human) inhibition; P54132; recombinant BLM DNA unwinding, fluorescence dequenching; Potency, µM (top dose mostly 56.1 µM), for inactives: top-dose activity change, negative = inhibition, actives largely listed as inhibitors; 350,000 compounds, 0.2% hits;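 further: plate controls were vehicle for no effect and no enzyme for full effect; nearly all actives have a fitted effect of over 35% in size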
Pol iota inh = inhibitors of human DNA polymerase iota; Q9UNA4; Pol iota fluorescent replication assay, 10 min; Potency, µM (doses to about 115 µM), inactives show at the top dose activity, negative = inhibition, usual class: inhibitors; 390,000 compounds, 1% hits
Target sequence (Q9UNA4 whole entry, looked up): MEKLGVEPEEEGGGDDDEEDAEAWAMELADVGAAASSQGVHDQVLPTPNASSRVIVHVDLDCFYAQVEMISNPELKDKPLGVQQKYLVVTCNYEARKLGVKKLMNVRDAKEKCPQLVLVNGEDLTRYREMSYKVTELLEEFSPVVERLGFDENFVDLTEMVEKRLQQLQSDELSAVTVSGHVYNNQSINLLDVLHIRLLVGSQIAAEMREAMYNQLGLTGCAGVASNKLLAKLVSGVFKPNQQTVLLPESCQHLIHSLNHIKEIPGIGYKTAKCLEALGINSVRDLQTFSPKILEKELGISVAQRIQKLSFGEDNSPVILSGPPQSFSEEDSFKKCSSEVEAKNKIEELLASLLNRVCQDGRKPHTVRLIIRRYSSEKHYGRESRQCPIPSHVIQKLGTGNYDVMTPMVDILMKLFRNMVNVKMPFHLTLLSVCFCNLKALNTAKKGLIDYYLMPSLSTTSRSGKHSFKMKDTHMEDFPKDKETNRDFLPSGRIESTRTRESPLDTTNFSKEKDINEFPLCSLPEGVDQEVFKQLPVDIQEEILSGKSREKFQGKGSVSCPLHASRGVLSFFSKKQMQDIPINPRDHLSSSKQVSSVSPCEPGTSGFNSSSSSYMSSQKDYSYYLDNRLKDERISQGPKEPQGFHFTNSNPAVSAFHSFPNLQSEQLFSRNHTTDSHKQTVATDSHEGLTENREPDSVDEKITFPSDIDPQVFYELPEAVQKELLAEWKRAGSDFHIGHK
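Fluorescent replication assay read twice, at 0 min and 10 min after adding 50 nM (final) substrate. Enzyme (10 nM) and compounds were first incubated 15 min at room temperature; enzyme-free buffer wells were negative controls.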
HP1b chromo inh = inhibitors of HP1-beta chromodomain binding to methylated histone tails. Potency, µM (top dose mostly 114 µM), inactives show at the highest dose activity change, negative = inhibition, actives largely listed as inhibitors. 390,000 compounds, 0.56% hits. AlphaScreen HP1-beta / biotin-H3K9me3 peptide binding; further: nearly all actives have a fitted effect of over 70% in size; inactives centre near 23
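HP1-beta protein (50 nM final) preincubated 30 min at room temperature with biotinylated H3(1-18)K9me3 peptide (50 nM) in PBS pH 7.4, 0.01% Tween-20, then compound added for 30 min. AlphaScreen streptavidin donor/nickel chelate acceptor beads (10 ug/mL final), 30 min dark, luminescence read.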
JMJD2A Tudor inh = blocks the human JMJD2A Tudor domain; O75164; AlphaScreen JMJD2A-Tudor / H3K4me3 peptide binding; Potency, µM (series often up to 114 µM), inactives show top-dose activity change, negative = inhibition, actives largely listed as inhibitors; 390,000 compounds, 4.4% hits; AID 504339; further: on the % scale 0 is the no-effect control and ±100 the full control effect; nearly all actives have a fitted effect of over 50% in size
PGK inhibitor = inhibitors of T. brucei phosphoglycerate kinase | P07378 | PGK/GAPDH coupled, Kinase-Glo luminescence, 60 min | Potency, µM (doses to about 57.5 µM), for the others: at the highest dose activity change, negative = inhibition, most hits filed as inhibitors | 380,000 compounds, 0.043% hits; further: on the % scale 0 is the no-effect control and ±100 the full control effect; nearly all actives have a fitted effect of over 60% in size
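Luminescent ATP detection (Kinase-Glo Plus) follows a 60-minute room-temperature incubation, with wells lacking PGK as controls. Buffer: 100 mM TEA (pH 7.6), 5 mM MgCl2, 0.01% Tween-20. Coupling enzyme GAPDH (100 nM final) supplies unstable 1,3-BPG in-well.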
* = called active by the depositor; i = inactive; u = inconclusive; x = not tested or not shown; [ ] = remark or other dose. Unless noted, the call rests on the fitted dose curve; in most records, active means well fitted curve in the direction sought with a large enough effect; inconclusive means small, poorly fitted or top-dose-only effect, or another doubt; inactive means no such curve, though single readings can be large; an effect the other way counts as inactive or inconclusive. Potency means the concentration at half of the fitted maximal effect. Only part of the results is shown; rates above refer to the full screens.

(1) CC(C)Sc1nnc(SCC(=O)NCCCN2CCCC2=O)s1
(2) CCc1ccc2nc(N(CCN(C)C)C(=O)/C=C/c3cccs3)sc2c1
(3) CC1CC(=O)C2=C(C1)Nc1ccccc1N(C(=O)COc1ccccc1)C2c1ccco1 (centres undefined)
(4) O=C(CCC1CCCN(C(=O)c2ccco2)C1)NCc1ccccc1F (centres undefined)
(5) Nc1ccc(CC2SC(=O)NC2=O)cc1 (centres undefined)
(6) CC(NC(=O)C(NC(=O)C(Cc1c[nH]c2ccccc12)NC(=O)OC(C)(C)C)C(C)C)C(N)=O (centres undefined)

assay / compound	1	2	3	4	5	6
Pin1 inhibitor	-9%	-3%	-3%	-4%	-4%	-8%
BAZ2B block	8%	-22%	-22%	-1%	-6%	-14%
GLS inh	4%	8%	3%	-21%	30%	9%
G9a block	9%[2.33 µM]	u	-36%[12.7 µM]	-39%	19%[12.7 µM]	-6%
BLM inh	x	-1%	0%	-2%	2%	-4%
Pol iota inh	16%	-6%	8%	21%	9%	75%[activator]
HP1b chromo inh	23%	9%[57 µM]	39%[activator]	38%	33%[activator]	25%
JMJD2A Tudor inh	-14%	-12%	-13%	4%	-7%	-14%
PGK inhibitor	i	-6%	3%	-9%	9%	-6%

(7) COC(=O)c1ccc(CSc2nc3ccccc3c(=O)n2C)o1
(8) O=C(O)c1cc(NC(=O)c2ccccc2[N+](=O)[O-])ccc1O
(9) CCOC(=O)c1ccc(NC(=O)CCc2nc(-c3ccccc3)no2)cc1
(10) c1ccc(-c2cc(-c3nnc4sc(-c5ccccn5)nn34)[nH]n2)cc1
(11) COc1cccc(NC(=O)Nc2c(C)n(C)n(-c3ccccc3)c2=O)c1
(12) O=C(Nc1cccc(C(=O)N2CCCC2)c1)C1CCC1

assay / compound	7	8	9	10	11	12
Pin1 inhibitor	5%	3%	u	u	-15%	-2%
BAZ2B block	-16%	2%	9%	-22%	4%	x
GLS inh	0%	0%	-11%	4%	34%[activator]	3%
G9a block	u	x	47%	6%[59 µM]	33%[59 µM]	x
BLM inh	-5%	-2%	-11%	2%	-1%	x
Pol iota inh	u	-5%	2%	25µM*	11%	-10%
HP1b chromo inh	36%	7%	65%[activator]	24%	29%	31%
JMJD2A Tudor inh	-4%	-5%	-3%	-17%	-10%	-6%
PGK inhibitor	0%	3%	i	-4%	0%	i

Laid out differently: results already given
cpd	Pin1 inhibitor	BAZ2B block	GLS inh	G9a block	BLM inh	Pol iota inh	HP1b chromo inh	JMJD2A Tudor inh	PGK inhibitor	compound
9	u	9%	-11%	47%	-11%	2%	65%[activator]	-3%	i	CCOC(=O)c1ccc(NC(=O)CCc2nc(-c3ccccc3)no2)cc1
10	u	-22%	4%	6%[59 µM]	2%	25µM*	24%	-17%	-4%	c1ccc(-c2cc(-c3nnc4sc(-c5ccccn5)nn34)[nH]n2)cc1

Next section.
(13) O=C(CCCOc1ccccc1)NCCc1nc2ccccc2[nH]1
(14) O=C(COc1ccc(F)cc1Br)NCC1(N2CCCCC2)CCCCC1
(15) COC(=O)C(NC(=O)c1ccccc1)=C(C)C
(16) CC1=CC(=O)N(c2ccn(C)n2)C1=O
(17) CN(CC(=O)NCCc1ccc(S(N)(=O)=O)cc1)S(=O)(=O)c1cccc2nsnc12
(18) Cc1c(C(=O)N2CCN(CCc3ccccn3)CC2)oc2ccc(F)cc12

assay / compound	13	14	15	16	17	18
Pin1 inhibitor	-5%	0%	-4%	-3%	9%	0%
BAZ2B block	-18%	x	3%	1%	1%	-8%
GLS inh	-3%	0%	u	-3%	3%	-4%
G9a block	-25%	x	-7%[59 µM]	x	x	6%
BLM inh	0%	x	0%	-16%	-7%	0%
Pol iota inh	154%[activator]	58%[activator]	-7%	-17%	-3%	13%
HP1b chromo inh	37%	12%	-6%	63%[activator]	49%[activator]	50%[activator]
JMJD2A Tudor inh	7%[57.1 µM]	-16%	-29%[11.4 µM]	5%	-8%	18%
PGK inhibitor	-6%	-12%	-8%	6%	7%	-4%

Arranged by value in PGK inhibitor (descending): 3 of the compounds above
(16) CC1=CC(=O)N(c2ccn(C)n2)C1=O
(13) O=C(CCCOc1ccccc1)NCCc1nc2ccccc2[nH]1
(14) O=C(COc1ccc(F)cc1Br)NCC1(N2CCCCC2)CCCCC1

assay / compound	16	13	14
Pin1 inhibitor	-3%	-5%	0%
BAZ2B block	1%	-18%	x
GLS inh	-3%	-3%	0%
G9a block	x	-25%	x
BLM inh	-16%	0%	x
Pol iota inh	-17%	154%[activator]	58%[activator]
HP1b chromo inh	63%[activator]	37%	12%
JMJD2A Tudor inh	5%	7%[57.1 µM]	-16%
PGK inhibitor	6%	-6%	-12%

Carrying on:
(19) CCOc1ccc(N(Cc2ccc(OC)c(OC)c2)C(=O)c2ccco2)cc1
(20) COC(=O)CCCC1=CC2=CC(=O)C(C)(OC(=O)c3cccs3)C(=O)C2=CN1Cc1ccco1 (centres undefined)
(21) O=C(COc1ccc(S(=O)(=O)N2CCOCC2)cc1Cl)NCCCn1ccnc1
(22) CCn1c(SCC(=O)Nc2cc(C)on2)nc2c1c(=O)n(C)c(=O)n2C
(23) CC(=O)OCCCN(C)CC/C=C1/c2ccccc2CSc2ccccc21
(24) COC(=O)c1cc(NC(=O)Cn2c(=O)oc3ccccc32)cc(C(=O)OC)c1

assay / compound	19	20	21	22	23	24
Pin1 inhibitor	-2%	u	-8%	0%	-3%	1%
BAZ2B block	-20%	u	-3%	5%	x	-1%
GLS inh	4%	-10%	-7%	0%	4%	-8%
G9a block	4%	2%[12.7 µM]	20%	9%[2.33 µM]	x	u
BLM inh	-2%	-10%[12.4 µM]	-8%	2%	x	-12%
Pol iota inh	-2%	u	23%	94%[activator]	102%[activator]	28%
HP1b chromo inh	9%	7%	17%	22%	27%	19%
JMJD2A Tudor inh	-27%	-34%	-11%	-17%	-18%	-7%
PGK inhibitor	-6%	7%	-9%	4%	5%	6%

(25) c1ccc(Nc2nc(CSc3ncn[nH]3)cs2)cc1
(26) CC1CC(=O)N(C)c2cc([N+](=O)[O-])ccc2N1 (centres undefined)
(27) Cn1cc(S(=O)(=O)N2CCOCC2)cc1C(=O)NCc1ccc(Cl)cc1
(28) O=c1[nH]c(CN2CCN(S(=O)(=O)c3ccccc3C(F)(F)F)CC2)nc2sc3c(c12)CCCC3
(29) N#CC1(NC(=O)COC(=O)C2=COCCO2)CCCCC1
(30) CC1=C(c2ccc(C)c(C)c2)S(=O)(=O)N=C1N1CCN(c2cccc(C(F)(F)F)c2)CC1

assay / compound	25	26	27	28	29	30
Pin1 inhibitor	16%	-7%	0%	40%[activator]	0%	12%
BAZ2B block	-28%	0%	-4%	2%	-17%	-9%
GLS inh	3%	1%	-12%	0%	-5%	-2%
G9a block	22µM*	u	29%	17%[59 µM]	-8%[2.33 µM]	-31%[59 µM]
BLM inh	-5%	-12%	0%	-14%	x	-1%
Pol iota inh	153%[activator]	42%[activator]	26%	193%[activator]	15%	1%
HP1b chromo inh	14%	32%	29%	36%	57%[activator]	2%
JMJD2A Tudor inh	3%[57.1 µM]	-28%	-1%	-16%	2%	-16%
PGK inhibitor	-6%	-1%	-8%	5%	0%	1%

(31) COCCN(C(=O)COC(=O)/C(=C/c1ccccc1)NC(C)=O)c1c(N)n(Cc2ccccc2)c(=O)[nH]c1=O
(32) O=C(c1cc(-c2ccc(F)cc2)on1)N1CCCCCC1
(33) N#C/C(=C\Nc1ccc2c(c1)OCCO2)c1nc(-c2ccccc2)cs1
(34) COc1ccccc1C(=O)NNc1ncc(C)s1
(35) N#CCCn1nc(-c2ccccc2)c2ccccc2c1=O
(36) Cc1c(C(=O)NCc2ccccc2)sc2nc3n(c(=O)c12)CCCCC3

assay / compound	31	32	33	34	35	36
Pin1 inhibitor	0%	-4%	14%	3%	-1%	u
BAZ2B block	-5%	14%	u	-31%	-6%	u
GLS inh	11%	-3%	-1%	6.3µM*	2%	0%
G9a block	2%[0.501 µM]	2%	-6%[59 µM]	40µM*	x	10µM*
BLM inh	-1%	1%	-1%	-3%	6%	-9%
Pol iota inh	12%	74%[activator]	-12%	64%[activator]	21%	6%
HP1b chromo inh	16%	14%	25%	33%[activator]	25%	33%
JMJD2A Tudor inh	-8%	1%	-22%	-19%	-13%	u
PGK inhibitor	8%	-5%	x	8%	i	13%

(37) O=C(CN1CCCC1)Nc1cc(C(F)(F)F)ccc1Cl
(38) N=c1sccn1CC(=O)Nc1cc(Cl)ccc1[N+](=O)[O-]
(39) CCOc1ccc(NC(=O)c2cccc(OC(=S)N3CCC(C)CC3)c2)cc1
(40) CCN(CC)c1ccc(NC(=O)CN2CCN(c3ccc(F)cc3)CC2)cc1
(41) CC(C)S(=O)(=O)c1cnc(-c2cccnc2)nc1N
(42) CCCCn1c(N)c(N(CCC(C)C)C(=O)C2CC(=O)N(c3ccccc3OCC)C2)c(=O)[nH]c1=O (centres undefined)
(43) O=C(Cc1ccccc1)Nc1ccc(N2CCCC2)cc1
(44) CCS(=O)(=O)N1CCN(Cc2ccccc2OC)CC1
(45) CN(C)CCCNS(=O)(=O)c1ccc(Cl)s1

assay / compound	37	38	39	40	41	42	43	44	45
Pin1 inhibitor	7%	-1%	3%	8%	-10%	-8%	11%	-14%	-5%
BAZ2B block	x	-19%	-2%	u	1%	-14%	u	22µM*	-17%
GLS inh	-19%	0%	0%	52%[activator]	2%	-2%	2%	1%	0%
G9a block	0%	5%	9%	8.9µM*	12%	22%	8.9µM*	2.5µM*	u
BLM inh	0%	-12%	-9%	-5%	-1%	-2%	-8%	0%	1%
Pol iota inh	124%[activator]	26%	-2%	-9%	38%[activator]	-4%	23%	8%	77%[activator]
HP1b chromo inh	53%[activator]	-10%	12%	-17%	-3%	17%	-6%	u	24%
JMJD2A Tudor inh	-13%	-23%	-11%	u	-20%	-6%	u	3.2µM*	-4%
PGK inhibitor	-5%	-1%	3%	-1%	-8%	i	-4%	-3%	-5%
